Sm TGR block – S. mansoni TGR enzyme inhibition; actives 3% (n = 360,000); Q962Y6; Potency, µM (titrated, usually from 114 µM), for the others: at the top dose activity change, negative = inhibition, most hits filed as inhibitors; purified TGR, DTNB reduction, TNB absorbance 405 nm; further: potency means the concentration at half of the fitted maximal effect; nearly all actives have a fitted effect of over 60% in size
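TGR 20 nM + NADPH 100 uM (dispensed conc.), cpd preinc 15 min RT; start with NADPH (500 uM addition) then DTNB (15 mM addition). Kinetic TNB absorbance, 405 nm filter. Four-parameter Hill fit across titration.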
AMA1 RON2 block – disrupts binding of P. falciparum AMA1 to RON2; Potency, µM (doses to about 58.2 µM), for inactives: at the top dose activity change, negative = inhibition, most hits filed as inhibitors; AlphaScreen AMA1-biotinylated RON2 peptide binding; actives 0.2% (n = 360,000);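 further: potency means the concentration at half of the fitted maximal effect; 0% = vehicle wells and -100% = peptide control; nearly all actives have a fitted effect of over 45% in size; some results filed as inactive show a strong effect at the top dose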
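AMA1 (3D7) with his tag at 25 nM final met compounds first, then biotinylated RON2 peptide at 25 nM; detection used donor plus acceptor beads, 10 µg/mL apiece, read by AlphaScreen after 30 min at room temperature.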
AmpC no deterg – AmpC beta-lactamase inhibition without detergent; AID 485341; actives 0.52% (n = 330,000); P00811; AmpC nitrocefin hydrolysis, absorbance 480 nm, 0.0001% Triton; Potency, µM (titrated, usually from 57.1 µM), for the others: at the top dose activity change, negative = inhibition, usual class: inhibitors;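 further: potency means the concentration at half of the fitted maximal effect; plate controls were no compound for no effect and no enzyme for full effect; nearly all actives have a fitted effect of over 20% in size; some results filed as inactive show a strong effect at the top dose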
Target sequence (P00811 whole entry, looked up): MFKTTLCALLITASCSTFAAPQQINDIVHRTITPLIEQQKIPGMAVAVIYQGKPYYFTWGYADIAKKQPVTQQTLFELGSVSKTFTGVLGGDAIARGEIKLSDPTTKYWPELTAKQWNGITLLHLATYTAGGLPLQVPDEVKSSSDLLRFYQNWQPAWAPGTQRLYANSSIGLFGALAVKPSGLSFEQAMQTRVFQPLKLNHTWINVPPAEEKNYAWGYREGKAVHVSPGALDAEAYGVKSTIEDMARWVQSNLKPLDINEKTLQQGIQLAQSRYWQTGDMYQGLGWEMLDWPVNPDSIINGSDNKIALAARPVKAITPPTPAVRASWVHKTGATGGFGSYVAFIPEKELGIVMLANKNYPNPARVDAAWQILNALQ
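20 mM phosphate pH 7.0 + 0.01% (detergent screen) or 0.0001% Triton X-100; 5.3 nM AmpC reagent; cpd preinc 15 min RT; nitrocefin (800 uM stock) to start; A480 q20 s × 4 min; Activity was normalised to no-enzyme and no-compound control wells.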
HCMV antiviral – human cytomegalovirus inhibition; HFF cells, HCMV-luciferase reporter, 72 h; active compounds read low; activity change, negative = inhibition, % at 57.5 µM; actives 4.5% (n = 410,000); AID 1259415; in the data active means activity change below about -60%; inconclusive means no clear call, values can overlap the other calls; inactive means above about -39%
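Two compound doses tested in HFFs infected with HCMV-luciferase, MOI 1 PFU/cell, 72 h at 37C. Lysate luminescence read with OneGlo; data normalized against buffer-only and 10uM Salinomycin inhibitor controls.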
AmpC inh detg – blocks E. coli AmpC beta-lactamase in detergent assay. Potency, µM (top dose mostly 114 µM), inactives show at the highest dose activity change, negative = inhibition, usual class: inhibitors. P00811. AmpC hydrolysis of nitrocefin, absorbance 480 nm, 0.01% Triton. actives 0.041% (n = 370,000);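 further: potency means the concentration at half of the fitted maximal effect; 0% = no-compound wells and -100% = no-enzyme wells; nearly all actives have a fitted effect of over 25% in size; some results filed as inactive show a strong effect at the top dose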
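20 mM phosphate pH 7.0 + 0.01% (detergent screen) or 0.0001% Triton X-100; 5.3 nM AmpC reagent; cpd preinc 15 min RT; nitrocefin (800 uM stock) to start; A480 q20 s × 4 min; Activity was normalised to no-enzyme and no-compound control wells.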
FBPA Giardia inh – Giardia lamblia aldolase inhibition; purified Giardia FBPA; Potency, µM (top dose mostly 59.6 µM), inactives show top-dose activity, negative = inhibition, usual class: inhibitors; actives 0.71% (n = 290,000); further: potency means the concentration at half of the fitted maximal effect; nearly all actives have a fitted effect of over 55% in size
Target sequence (A8B2U2 whole entry, looked up): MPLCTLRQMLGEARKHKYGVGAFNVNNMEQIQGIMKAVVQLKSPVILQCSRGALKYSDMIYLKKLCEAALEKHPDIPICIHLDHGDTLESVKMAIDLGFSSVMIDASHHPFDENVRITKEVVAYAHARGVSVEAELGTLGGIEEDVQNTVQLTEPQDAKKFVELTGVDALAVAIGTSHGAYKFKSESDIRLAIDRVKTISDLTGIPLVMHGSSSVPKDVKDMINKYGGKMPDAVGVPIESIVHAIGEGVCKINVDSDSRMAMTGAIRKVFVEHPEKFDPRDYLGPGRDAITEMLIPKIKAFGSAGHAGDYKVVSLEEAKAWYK
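Giardia FBPA (40 nM reagent) was preincubated 10 min at RT with compound (up to 57.5 uM final), then substrate plus GAPDH/TPI/NAD/arsenate coupling system with diaphorase/resazurin was added; resorufin fluorescence (525/598 nm) was read after 20 min.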
Active calls of the source: *; ? = inconclusive; nt = no result given; [ ] = dose if it differs, or a comment. Unless noted, the call rests on the fitted dose curve; in most records, active means well fitted curve in the direction sought with a large enough effect; inconclusive means small, poorly fitted or top-dose-only effect, or another doubt; inactive means no such curve, though single readings can be large; an effect the other way counts as inactive or inconclusive. Unless noted, on the % scale 0 is the no-effect control and ±100 the full control effect.

molecule	Sm TGR block	AMA1 RON2 block	AmpC no deterg	HCMV antiviral	AmpC inh detg	FBPA Giardia inh
CN(C)c1ccc(/C=N/NC(=O)c2sccc2-n2cccc2)cc1	-5%	-6%	-18%	23	?	-4%
Cc1ccc(NC2CCCN(C(=O)c3cc(C(C)C)[nH]n3)C2)cc1C (centres undefined)	-3%	-2%	12%	6	3%	nt
O=C(Nc1cnn(Cc2ccc(F)cc2)c1)c1noc2c1CCCC2	-2%	-5%	-9%	11	6%	?
N#Cc1cc(F)c(N2CCNCC2)cc1Cl	?	-12%	-4%	-20	?	6%
O=C1N[C@H](Cc2ccccc2)COC(=O)[C@@H](Cc2ccc(F)cc2)CC/C=C/C[C@H]1CC(=O)N(CCO)Cc1ccccc1	nt	-5%	165%[activator]	9	nt	nt
CC(C)C(C(=O)NCc1ccco1)N(CC1CCCO1)C(=O)CNS(=O)(=O)c1ccc(F)cc1 (centres undefined)	5%	3%	4%	-5	2%	nt
CC(=O)Nc1ccc(C2Nc3c(C)cc(C)cc3-c3cc(C)nn32)cc1 (centres undefined)	8%	nt	nt	-11	-7%	nt
O=C(CN1C(=O)C2CCCCC2C1=O)Nc1ccc(OC(F)F)c(Cl)c1 (centres undefined)	3%	-6%	-3%	-16	?	nt
COc1ccccc1CCN1CCCC(CN(C)C(=O)c2ccoc2)C1 (centres undefined)	-2%	-9%	-20%	?	-1%	nt
CCOc1ccc(CNC(=O)c2cnc3sc(N4CCOCC4)nn3c2=O)cc1OC	-2%	nt	nt	-33	-4%	nt
CC(c1ccccc1)N1C(=O)c2ccc(C(=O)NCc3cccnc3)cc2C1=O (centres undefined)	-9%	-5%	108%[activator]	nt	4%	nt
Cc1cc(OCCN2CCCCC2)nc2ccccc12	8%	-3%	-4%	-5	3%	-10%
Nc1cnn(-c2ccccc2)c(=O)c1Cl	-7%	5%	-7%	27	?	-5%
Cc1ccc(/C=N/OC(=O)c2nn(C)cc2Cl)cc1	-8%	-1%	-3%	-33	?	1%
CCOC(=O)c1ccc(NC(=O)Cn2nnc(-c3ccc(F)cc3)n2)cc1	7%	0%	-9%	-6	?	1%
O=S(=O)(Nc1cccc(-c2ccc3nncn3n2)c1)c1cccs1	-1%	5%	-26%	31	-1%	1%

Laid out differently: entries from further up
SMILES: CCOC(=O)c1ccc(NC(=O)Cn2nnc(-c3ccc(F)cc3)n2)cc1
  Sm TGR block: 7%
  AMA1 RON2 block: 0%
  AmpC no deterg: -9%
  HCMV antiviral: -6
  AmpC inh detg: ?
  FBPA Giardia inh: 1%

SMILES: Cc1cc(OCCN2CCCCC2)nc2ccccc12
  Sm TGR block: 8%
  AMA1 RON2 block: -3%
  AmpC no deterg: -4%
  HCMV antiviral: -5
  AmpC inh detg: 3%
  FBPA Giardia inh: -10%

Next section
molecule	Sm TGR block	AMA1 RON2 block	AmpC no deterg	HCMV antiviral	AmpC inh detg	FBPA Giardia inh
Cc1c(C(=O)NCc2ccccc2)oc2ccc(S(=O)(=O)N3CCC(C)CC3)cc12	-17%	nt	nt	-2	2%	nt
COc1ccc(/C=N/NC(=O)c2cc(-c3cccn3C)n[nH]2)cc1OC	0%	-3%	-26%	-25	-15%	0%
COc1ccccc1N(CC(=O)N/N=C/c1ccccc1C(=O)O)S(C)(=O)=O	23%	65%[activator]	-2%	0	6%	-2%
COc1ccc(C)cc1-n1c(SCC(=O)Nc2cc(C)on2)nc2sc(C)c(C)c2c1=O	6%	9%	-14%	?	-3%	5%
O=C(c1ccccc1Br)N1CCC(c2nc3ccccc3s2)CC1	26%	2%	62%[activator]	-16	-7%	8%
CCC(c1nnnn1Cc1ccccc1)N(Cc1cc2cc(OC)ccc2[nH]c1=O)CC1CCCO1 (centres undefined)	?	-5%	-2%	22	-12%	-26%
Cc1ccccc1Nc1c(-c2ccco2)nc2c(C)cccn12	?	nt	nt	-36	8%	nt
Cc1ccc(CNC(=O)CCS(=O)(=O)c2cc(Br)cc3c2N(C(=O)C2CC2)CC3)o1	28µM*	-2%	7%	30	1%	-9%
O=C(CN1CCN(S(=O)(=O)c2ccccc2)CC1)Nc1ccccc1Cl	-3%	?	0%	-27	2%	6%
CCn1c(C)nnc1SCC(=O)Nc1nccs1	-2%	21%	-30%	14	-9%	-11%
Cn1cc(S(=O)(=O)N2CCc3ccccc32)cc1C(=O)Nc1ccc(C(F)(F)F)cc1	11%	nt	nt	-10	28%	nt
O=C(COc1ccccc1F)NCc1ccc(-n2cccc2)cc1	10%	0%	-8%	13	5%	5%
O=C1C(c2ccc(F)cc2)N(Cc2ccc3c(c2)OCO3)C(=O)CN1C1CCCC1 (centres undefined)	0%	-6%	14%	17	-2%	-1%
Cc1cc(C)n2nc3nc(N4CCCC4)nc(-c4ccccc4)c3c2n1	-5%	2%	114%[activator]	nt	?	1%
N#Cc1ccc(COC(=O)c2ccc(N3CCCC3)c([N+](=O)[O-])c2)cc1	-5%	?	-28%	-35	6%	4%
O=C1N(c2ccc(Cl)cc2)C(c2cccnc2)N2CCCN12 (centres undefined)	-3%	-11%	-21%	-5	-5%	8%
CCC(C)NC(=O)c1cc2c(=O)n3ccccc3nc2s1 (centres undefined)	-3%	10%	-1%	-12	-10%	-3%
CCC(CC)C(=O)c1c[nH]c(C(=O)NCc2ccccc2)c1	?	-7%	-16%	44	0%	3%
Cc1ccc(S(=O)(=O)Nc2nc(C)cc(-n3nc(C)cc3C)n2)cc1	3%	62%[activator]	-19%	37	0%	2%
CCOc1cc(N2CCOCC2)c(OCC)cc1NC(=O)c1ccc(OC)c(S(=O)(=O)N2CCOCC2)c1	nt	0%	16%	37	nt	nt
Oc1c(Cl)cc(Cl)cc1CNn1cnnc1	-36%	-9%	5%	53	-4%	1%
Cc1ccc(NC(=O)Cn2c(=O)n(Cc3ccccc3)c(=O)c3c2c2cc(C)ccc2n3C)cc1	10%	nt	nt	-36	4%	nt
CC(C)C(=O)Nc1nnc(SCC(=O)N2c3ccccc3CC2C)s1 (centres undefined)	-1%	8%	38%[activator]	55	?	3%
Cc1ccc(C)c(N2CCN(CCCNC(=O)c3cnn(-c4ccc(F)cc4)c3C3CCN(C(=O)OC(C)(C)C)CC3)CC2)c1	5%	nt	nt	-4	12%	nt

Taken from above:
In AmpC no deterg, CCC(C)NC(=O)c1cc2c(=O)n3ccccc3nc2s1 (centres undefined) is listed with -1%
In HCMV antiviral, CCOc1cc(N2CCOCC2)c(OCC)cc1NC(=O)c1ccc(OC)c(S(=O)(=O)N2CCOCC2)c1 is listed with 37
In AMA1 RON2 block, Oc1c(Cl)cc(Cl)cc1CNn1cnnc1 is listed with -9%

Following part.
molecule	Sm TGR block	AMA1 RON2 block	AmpC no deterg	HCMV antiviral	AmpC inh detg	FBPA Giardia inh
Cc1c(NC(=O)c2cc(=O)[nH]c(=O)[nH]2)c(=O)n(-c2ccccc2)n1C	3%	68%[activator]	-6%	8	?	?
COc1ccc(NC(=O)c2cc(-c3ccccc3OC)on2)cc1	0%	7%	-25%	128	-7%	2%
O=C(Cn1[nH]c(=O)c2ccccc2c1=O)N1CC=C(c2ccccc2)CC1	0%	-10%	-11%	5	?	-2%
Cc1cc(F)ccc1NC(=O)CCn1nc(C)c(S(=O)(=O)N2CCCCC2)c1C	-1%	nt	nt	?	-2%	nt
COc1cc(C)nc(NC(=S)N(C)C(=O)c2ccccc2)n1	10%	-2%	-19%	-4	-3%	-7%
COc1ccc(NC(=O)c2ccccc2-c2ccccc2C(=O)O)cc1	-29%	-1%	-4%	-31	-14%	-6%
CCCCn1c(N)c(N(CCOC)C(=O)COC(=O)COc2cc(C)ccc2Cl)c(=O)[nH]c1=O	1%	-3%	103%[activator]	-4	?	nt
COc1ccccc1NC(=O)Nc1nnc(-c2ccco2)s1	-3%	nt	-6%	nt	1%	nt
CCOC(=O)c1ccc(NC(=O)c2cnn(-c3ccc(C)cc3C)c2C2CCN(C(=O)OC(C)(C)C)CC2)cc1	10%	nt	nt	15	17%	nt
COc1ccc(-n2cc(CNCc3cccnc3)c(-c3cccc(F)c3)n2)cc1	5%	-20%	55%	11	1%	1%
CCC(C)(C)NC(=O)CN(Cc1cccs1)C(=O)CNS(=O)(=O)c1ccc(F)cc1	-1%	2%	-3%	-8	5%	6%
CN(C)c1cc(O)c(C(=S)Nc2ccccc2)c(N(C)C)c1	?	-9%	-25%	40	-10%	?
Cc1ccc(NS(C)(=O)=O)c(C(=O)c2ccccc2)c1	0%	5%	-13%	-7	-8%	2%
CCCCN(C(=O)NC(=O)Nc1cc(C)ccc1C)S(C)(=O)=O	16%[11.4 µM]	-2%	-37%	-40	0%	6%
Cc1nc2c(ncn2-c2ccccc2)c(=O)n1NC(=O)CN1CCCC1	-12%	82%[activator]	-13%	41	-4%	-7%
CCCCNC(=O)c1ccccc1NC(=O)CCC	nt	0%	-5%	-39	1%	-1%
COc1ccccc1NCCC(=O)OCC(=O)NC1CCCC(C)C1C (centres undefined)	-5%	-1%	98%[activator]	?	-5%	3%
COc1ccc(/C(O)=C2/C(=O)C(=O)N(CCN3CCOCC3)C2c2cccnc2)cc1OC (centres undefined)	?	3%	-22%	-6	-11%	1%
CC(C)S(=O)(=O)c1csc(NC(=O)Nc2ccc(Cl)cc2)c1Cl	-12%	-14%	-51%	-93*	0%	?
COc1cc(C)ccc1OCc1cc(C(=O)NCCN2CCOCC2)no1	-23%	2%	10%	78	?	-6%
CCN(c1ccccc1)S(=O)(=O)c1ccc(C(=O)NCCCn2ccnc2)cc1	-5%	7%	-1%	?	0%	7%
CCCCn1c(N)c(N(CC(C)C)C(=O)c2cccc(S(=O)(=O)N3CCN(C)CC3)c2)c(=O)[nH]c1=O	-1%	-14%	-9%	-15	0%	nt
CCOC(=O)c1c(C)[nH]c(C)c1C(=O)CN1C(=O)NC2(CCCCCC2)C1=O	-16%	-8%	14%	23	?	nt
CC(=O)N1CCC(O)(c2ccc3c(c2)OCO3)CC1	-2%	-1%	-10%	6	-4%	-4%
COc1ccc(/C(N)=N/OC(=O)CCCc2ccccc2)cc1	-5%	47%[activator]	-23%	4	0%	2%
Cc1cccn2c(=O)c(C=O)c(N3CCCCCC3)nc12	-8%	-6%	0%	nt	5%	27%
CC(C)Cc1nnc(NC(=O)CCC(=O)N2CCN(c3ccccn3)CC2)s1	-17%	1%	5%	-2	?	4%
CC1CCCCC1NC(=O)CCNS(=O)(=O)c1cc(Br)cnc1N (centres undefined)	1%	20%	-4%	?	-5%	nt
O=C1c2ccccc2CCC12N=NCC2c1ccc(Br)cc1 (centres undefined)	3%	-19%	-1%	-18	0%	2%
CC(=C/c1ccccc1)/C=N/NC(=O)c1nnn(-c2nonc2N)c1CN1CCC(C)CC1	-9%	2%	-6%	-15	-12%	4%
Cc1ccccc1NC(=O)CSc1nc(-c2ccc(F)cc2)c2cccc(C)c2n1	1%	nt	nt	?	9%	nt
CCN(CC)S(=O)(=O)c1ccc(Cl)c(C(=O)Oc2cccc(-c3cnc4ccccc4n3)c2)c1	8%	-15%	nt	147	7%	-4%
Cc1cc(C)nc(NC(=O)C(c2ccccc2)c2ccccc2)n1	0%	-3%	-30%	57	-4%	-4%

High-throughput results as filed in PubChem.
